From PubChem
KOR beta-arrestin-1 = kappa opioid receptor blockers – cell-based, luminescence, uHTS (AID 1778); KOR beta-arrestin recruitment, luminescence, antagonist mode; higher % means a stronger effect; one-dose inhibition, % at 10 µM; IC50 in µM for titrated hits; 290,000 compounds, 0.091% hits; note: strong numbers were not always called active
KOR beta-arrestin-2 = KOR agonists, beta-arrestin recruitment, primary screen, cell-based, luminescence, uHTS (AID 1777); KOR beta-arrestin recruitment, luminescence; higher % means a stronger effect; one-dose activation, % at 10 µM; EC50 in µM for titrated hits; 280,000 compounds, 0.02% hits; in the data active = activation above about 50%, passing the limit was not always enough; note: a part of the inactive calls stands beside numbers as strong as those of hits
GPR55 LPI antagonism = inhibition of LPI-stimulated GPR55 beta-arrestin translocation – imaging, U2OS, beta-arrestin-GFP, LPI agonist, primary screen (AID 2013). one-dose inhibition, % at 10 µM; IC50 in µM for titrated hits. U2OS GPR55 beta-arrestin-GFP translocation imaging, LPI antagonism; higher % means a stronger effect. 290,000 compounds, 0.13% hits;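 active = spots per cell inhibited over 60%, with over 100 cells counted and total cytoplasm intensity under 500,000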;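 note: U2OS cells stably carrying GPR55 and arrestin-GFP stimulated by 5 µM LPI near EC80; imaged beta-arrestin-GFP aggregate spots per cell after agonist stimulation; plate controls were LPI-stimulated DMSO wells for no effect and DMSO wells without LPI for full effect; some results filed as inactive read as strong as hits; confirmed hits need IC50 under 10 µM and bright autofluorescent wells are also inconclusive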
GPR55 beta-arrestin = selective activators of receptor GPR55 – imaging, U2OS cells, beta-arrestin-GFP redistribution, primary screen (AID 1961) | U2OS GPR55 beta-arrestin-GFP redistribution imaging; higher % means a stronger effect | one-dose activation, % at 10 µM; EC50 in µM for titrated hits | 290,000 compounds, 0.048% hits;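 active = activation above 40% with more than 50 cells counted in the well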;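 note: U2OS osteosarcoma cells stably expressing GPR55 and beta-arrestin-GFP; plate controls were DMSO negative control for no effect and LPI positive control for full effect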
NOD2 inhibition = inhibition of NOD2-driven NF-kB reporter – cell-based, luminescence, uHTS, HEK293 (AID 1566). HEK293 NOD2/NF-kB luciferase reporter, luminescence; higher % means a stronger effect. inhibition, % at 4 µM, or EC50 in µM where a hit was titrated. 290,000 compounds, 0.63% hits; note: many of its hits are not listed in these tables
T cell modulator = T cell immune modulation candidate. 330,000 compounds, 0.068% hits. 2C CD8+ T cell-vesicle binding, flow cytometry; hits give low values. calls only at 7 µM;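 active = response, share of CD8 T cells binding vesicles, and their 90th percentile fluorescence all below set limits, cut at about 80% in these data, passing the limit was not always enough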
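Material: murine 2C transgenic CD8+ T lymphocytes / Also added: QL9-peptide-loaded Drosophila micro-vesicles bearing Ld, ICAM-1 and B7-1 / Schedule: binding step 1.5 h, 37 °C, antibody labelling 20 min, ice / Signal: flow cytometry, PE anti-B7-1 (FL2) versus Alexa647 anti-CD8 (FL8), PFA-fixed / Evaluation: percent CD8+ FL2 mean versus row control / Benchmarks: naked versus QL9-loaded vesicles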
NOD1 NF-kB reporter = NOD1 signaling inhibitors, primary screen, cell-based, luminescence, uHTS (AID 1578). one-dose inhibition, % at 4 µM; EC50 in µM for titrated hits. NOD1-driven NF-kB luciferase reporter cells, luminescence; higher % means a stronger effect. 290,000 compounds, 1% hits; in the data active = inhibition mostly above about 36%, no sharp cut-off; inactive = mostly below about 34%;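 note: HEK-293T reporter cells stimulated with the NOD1 agonist gamma-tri-DAP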
NTR1 agonist = agonists of NTR1, primary screen, imaging, U2OS cells, beta-arrestin-GFP, high content (AID 493036); P30989; NTR1-U2OS beta-arrestin-GFP spot imaging, agonist mode; activation, % at 20 µM; 330,000 compounds, 0.17% hits;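 active = activation at or above 40% of the spot to cytoplasm intensity ratio, with at least 20 cells analyzed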;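 note: 0% = DMSO without peptide and 100% = 100 nM NTR1 peptide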
Target sequence (P30989 whole entry, looked up): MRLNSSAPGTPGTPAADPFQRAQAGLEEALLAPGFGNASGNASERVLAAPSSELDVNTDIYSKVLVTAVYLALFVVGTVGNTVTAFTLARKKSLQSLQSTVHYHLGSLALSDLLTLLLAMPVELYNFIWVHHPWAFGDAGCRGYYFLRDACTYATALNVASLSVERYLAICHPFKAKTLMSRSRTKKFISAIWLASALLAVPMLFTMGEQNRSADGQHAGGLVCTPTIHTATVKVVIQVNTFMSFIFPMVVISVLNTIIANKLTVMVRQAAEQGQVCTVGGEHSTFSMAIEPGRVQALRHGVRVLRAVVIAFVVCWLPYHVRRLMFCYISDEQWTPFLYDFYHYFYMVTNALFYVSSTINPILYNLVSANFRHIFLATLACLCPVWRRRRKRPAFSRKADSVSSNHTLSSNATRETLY
Myeloid diff MLP = compounds promoting myeloid differentiation. AID 624256. 360,000 compounds, 1% hits. calls only at 10 µM. ER-HoxA9 myeloid progenitors, lysozyme-GFP differentiation, flow cytometry;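 active = normalized GFP-positive differentiation at or above the plate's own cutoff, the solvent-only control mean plus 3 SD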;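 note: cells exposed to compound for four days before flow analysis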
T cell modulator vesicle-bound % = also measured in T cell modulator; calls as there; double positive events, %; measured here: CD8+ vesicle-bound cell fraction;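 binding gate set so that unloaded-vesicle control wells show 10% double positive cells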
NTR1 agonist cell count 20 µM = also measured in NTR1 agonist; calls as there; cell count; measured here: cell count, cytotoxicity flag
Myeloid diff MLP GFP+ MAC1+ % = recorded beside Myeloid diff MLP, whose call it bears; GFP+ MAC1+ double positive, %; measured here: differentiation confirmed by MAC1 staining
Starred values were filed as active, the others as inactive; [ ] = another dose, or the depositor's remark. Cut-off read from the data, not from the text of the source, unless noted: active = inhibition above about 50%; inactive = the rest. A portion of the library; the hit share may differ from the screen's.

Screening CCC(C(=O)N1CCC(C(N)=O)CC1)n1nc(C)n2c(cc3occc32)c1=O (configuration not stated) returned KOR beta-arrestin-1 28%, KOR beta-arrestin-2 -2.8%, GPR55 LPI antagonism 17%, GPR55 beta-arrestin 0.3%, NOD2 inhibition 10%, T cell modulator inactive, NOD1 NF-kB reporter -7%, NTR1 agonist 2.0, Myeloid diff MLP inactive, T cell modulator vesicle-bound % 20, NTR1 agonist cell count 20 µM 44 and Myeloid diff MLP GFP+ MAC1+ % 0.0.
For Cc1cccc(C(=O)O/N=C(\N)Cc2ccc([N+](=O)[O-])cc2)c1 the results were KOR beta-arrestin-1 -5%, KOR beta-arrestin-2 4.0%, GPR55 LPI antagonism -4%, GPR55 beta-arrestin -0.2%, NOD2 inhibition -24%, T cell modulator inactive, NOD1 NF-kB reporter -16%, NTR1 agonist -1.2, Myeloid diff MLP inactive, T cell modulator vesicle-bound % 46, NTR1 agonist cell count 20 µM 46 and Myeloid diff MLP GFP+ MAC1+ % 0.8.
For NC(=O)c1ncn([C@@H]2O[C@H](CO)[C@@H](O)[C@H]2O)c1O the results were KOR beta-arrestin-1 -4%, KOR beta-arrestin-2 -1.0%, GPR55 LPI antagonism 20%, GPR55 beta-arrestin 0.5%, NOD2 inhibition 5%, T cell modulator inactive, NOD1 NF-kB reporter 22%, NTR1 agonist 0.7, Myeloid diff MLP inactive, T cell modulator vesicle-bound % 46, NTR1 agonist cell count 20 µM 72 and Myeloid diff MLP GFP+ MAC1+ % 1.0.
For Cc1ccccc1C(=O)O/N=C(\N)c1ccccc1 the results were KOR beta-arrestin-1 -5%, KOR beta-arrestin-2 -2.0%, GPR55 LPI antagonism -1%, GPR55 beta-arrestin 0.2%, NOD2 inhibition -173%, T cell modulator inactive, NOD1 NF-kB reporter -1%, NTR1 agonist 2.0, Myeloid diff MLP inactive, T cell modulator vesicle-bound % 27, NTR1 agonist cell count 20 µM 88 and Myeloid diff MLP GFP+ MAC1+ % 0.6.
For CS(=O)(=O)N1CCC(C(=O)Nc2ccc(OCc3ccccc3)cc2)CC1 the results were KOR beta-arrestin-1 18%, KOR beta-arrestin-2 2.0%, GPR55 LPI antagonism 0%, GPR55 beta-arrestin -0.2%, NOD2 inhibition 14%, T cell modulator inactive, NOD1 NF-kB reporter -19%, NTR1 agonist 0.8, Myeloid diff MLP inactive, T cell modulator vesicle-bound % 49, NTR1 agonist cell count 20 µM 42 and Myeloid diff MLP GFP+ MAC1+ % 8.3.
Screening O=C(Nc1nnc(-c2ccccn2)o1)c1cccc(Cl)c1 returned KOR beta-arrestin-1 -15%, KOR beta-arrestin-2 -3.5%, GPR55 LPI antagonism 2%, GPR55 beta-arrestin -0.6%, NOD2 inhibition 24%, T cell modulator inactive, NOD1 NF-kB reporter -12%, NTR1 agonist -0.8, Myeloid diff MLP inactive, T cell modulator vesicle-bound % 11, NTR1 agonist cell count 20 µM 66 and Myeloid diff MLP GFP+ MAC1+ % 0.3.
For COC(=O)c1ccc(OC)c(-c2c(OC)cc(OC)cc2OC)c1 the results were KOR beta-arrestin-1 14%, KOR beta-arrestin-2 0.1%, GPR55 LPI antagonism -8%, GPR55 beta-arrestin 0.1%, NOD2 inhibition 6%, T cell modulator inactive, NOD1 NF-kB reporter -20%, NTR1 agonist -0.3, Myeloid diff MLP inactive, T cell modulator vesicle-bound % 29, NTR1 agonist cell count 20 µM 40 and Myeloid diff MLP GFP+ MAC1+ % 0.5.
Screening CN(C)C(=O)c1ccc(COc2ccccc2Br)o1 returned KOR beta-arrestin-1 4%, KOR beta-arrestin-2 2.2%, GPR55 LPI antagonism -10%, GPR55 beta-arrestin -0.1%, NOD2 inhibition -49%, T cell modulator inactive, NTR1 agonist -0.1, Myeloid diff MLP inactive, T cell modulator vesicle-bound % 33, NTR1 agonist cell count 20 µM 53 and Myeloid diff MLP GFP+ MAC1+ % 0.6.
Cc1ccc(SC(C)C(=O)Nc2ccc(S(=O)(=O)N3CCOCC3)cc2)cc1 (configuration not stated) was read as KOR beta-arrestin-1 18%, KOR beta-arrestin-2 -2.7%, GPR55 LPI antagonism 1%, GPR55 beta-arrestin 0.0%, NOD2 inhibition 1%, T cell modulator inactive, NOD1 NF-kB reporter 35%, NTR1 agonist 5.6, Myeloid diff MLP inactive, T cell modulator vesicle-bound % 28, NTR1 agonist cell count 20 µM 93 and Myeloid diff MLP GFP+ MAC1+ % 0.5.
Screening O=C(Nc1ccncc1)C1CCN(S(=O)(=O)c2ccccc2C(F)(F)F)CC1 returned KOR beta-arrestin-1 27%, KOR beta-arrestin-2 -4.4%, GPR55 LPI antagonism 22%, GPR55 beta-arrestin -0.1%, NOD2 inhibition 16%, T cell modulator inactive, NOD1 NF-kB reporter 4%, NTR1 agonist -0.2, Myeloid diff MLP inactive, T cell modulator vesicle-bound % 35, NTR1 agonist cell count 20 µM 56 and Myeloid diff MLP GFP+ MAC1+ % 0.5.
`C=CCN=C(NC#N)SCCc1ccccc1` gave KOR beta-arrestin-1 2%, KOR beta-arrestin-2 6.9%, GPR55 LPI antagonism -10%, GPR55 beta-arrestin -0.2%, NOD2 inhibition -10%, T cell modulator inactive, NOD1 NF-kB reporter -37%, NTR1 agonist 2.2, Myeloid diff MLP inactive, T cell modulator vesicle-bound % 21, NTR1 agonist cell count 20 µM 61 and Myeloid diff MLP GFP+ MAC1+ % 5.1.
Screening Oc1ccccc1/C=N/Nc1nn[nH]n1 returned KOR beta-arrestin-1 34%, KOR beta-arrestin-2 -0.5%, GPR55 LPI antagonism 5%, GPR55 beta-arrestin 0.3%, NOD2 inhibition -21%, T cell modulator inactive, NOD1 NF-kB reporter -4%, NTR1 agonist 1.0, Myeloid diff MLP inactive, T cell modulator vesicle-bound % 30, NTR1 agonist cell count 20 µM 53 and Myeloid diff MLP GFP+ MAC1+ % 0.3.
Screening COc1ccc(C(=O)NC2=NCCS2)cc1 returned KOR beta-arrestin-1 -6%, KOR beta-arrestin-2 3.7%, GPR55 LPI antagonism -2%, GPR55 beta-arrestin -0.1%, NOD2 inhibition -44%, T cell modulator inactive, NOD1 NF-kB reporter -15%, NTR1 agonist -1.3, Myeloid diff MLP inactive, T cell modulator vesicle-bound % 46, NTR1 agonist cell count 20 µM 90 and Myeloid diff MLP GFP+ MAC1+ % 0.3.
`S=C(NCc1ccc(Cl)cc1)Nc1ccc(Cl)cc1Cl` gave KOR beta-arrestin-1 -30%, KOR beta-arrestin-2 4.7%, GPR55 LPI antagonism 6%, GPR55 beta-arrestin 0.2%, NOD2 inhibition 15%, T cell modulator inactive, NOD1 NF-kB reporter -21%, NTR1 agonist 2.0, Myeloid diff MLP inactive, T cell modulator vesicle-bound % 41, NTR1 agonist cell count 20 µM 51 and Myeloid diff MLP GFP+ MAC1+ % 0.6.
Screening C=CCn1c(SCC(=O)NC2CC2)nnc1-c1ccccn1 returned KOR beta-arrestin-1 -16%, KOR beta-arrestin-2 -1.5%, GPR55 LPI antagonism -7%, GPR55 beta-arrestin -0.2%, NOD2 inhibition -7%, T cell modulator inactive, NOD1 NF-kB reporter -22%, NTR1 agonist 0.3, Myeloid diff MLP inactive, T cell modulator vesicle-bound % 18, NTR1 agonist cell count 20 µM 64 and Myeloid diff MLP GFP+ MAC1+ % 1.1.
COc1cc(NC(=O)[C@@H](NC(=O)N2CCn3c2nc2ccccc23)C(C)C)cc(OC)c1 was read as GPR55 LPI antagonism -7%, GPR55 beta-arrestin -0.2%, NOD2 inhibition -8%, T cell modulator inactive, NOD1 NF-kB reporter -13%, NTR1 agonist 2.3, Myeloid diff MLP active, T cell modulator vesicle-bound % 48, NTR1 agonist cell count 20 µM 45 and Myeloid diff MLP GFP+ MAC1+ % 8.3*.
`Fc1ccccc1/C=N/Nc1nn[nH]n1` gave KOR beta-arrestin-1 -2%, KOR beta-arrestin-2 0.0%, GPR55 LPI antagonism 13%, GPR55 beta-arrestin 0.2%, NOD2 inhibition 9%, T cell modulator inactive, NOD1 NF-kB reporter -1%, NTR1 agonist -2.0, Myeloid diff MLP inactive, T cell modulator vesicle-bound % 10, NTR1 agonist cell count 20 µM 47 and Myeloid diff MLP GFP+ MAC1+ % 1.1.
For CC(C)c1ccc(CNNC(=O)c2ccccc2)cc1 the results were KOR beta-arrestin-1 -11%, KOR beta-arrestin-2 -6.3%, GPR55 LPI antagonism 10%, GPR55 beta-arrestin 0.5%, NOD2 inhibition -1%, T cell modulator inactive, NOD1 NF-kB reporter -28%, NTR1 agonist 2.1, Myeloid diff MLP inactive, T cell modulator vesicle-bound % 20, NTR1 agonist cell count 20 µM 47 and Myeloid diff MLP GFP+ MAC1+ % 0.0.
`COc1cccc(C(=O)N2CCCN(C)CC2)c1OC` gave KOR beta-arrestin-1 -25%[20 µM], KOR beta-arrestin-2 -5.4%, GPR55 LPI antagonism 5%, GPR55 beta-arrestin -0.4%, NOD2 inhibition 10%, T cell modulator inactive, NOD1 NF-kB reporter -16%, NTR1 agonist -0.2, Myeloid diff MLP inactive, T cell modulator vesicle-bound % 57, NTR1 agonist cell count 20 µM 61 and Myeloid diff MLP GFP+ MAC1+ % 0.7.
CCOC(=O)c1[nH]c(C)c(CN(CCc2ccccc2)S(C)(=O)=O)c1C was read as KOR beta-arrestin-1 20%, KOR beta-arrestin-2 -5.6%, GPR55 LPI antagonism -2%, GPR55 beta-arrestin 0.3%, NOD2 inhibition -5%, T cell modulator inactive, NOD1 NF-kB reporter -4%, NTR1 agonist 0.5, Myeloid diff MLP inactive, T cell modulator vesicle-bound % 28, NTR1 agonist cell count 20 µM 54 and Myeloid diff MLP GFP+ MAC1+ % 2.3.
